Screening data (PubChem)
NCI-60 one-dose screen, 48 h, at 10 µM unless noted. Numbers give growth in % (100 = growth as untreated, 0 = no growth, -100 = all killed).
SK-MEL-5 = SK-MEL-5 melanoma; 80,000 tested, 6.4% active; AID 1794755
M14 = M14 melanoma. 80,000 tested, 6.2% active. AID 1794745
SK-MEL-2 = SK-MEL-2 melanoma | AID 1794763 | 77,000 tested, 4.7% active
A549/ATCC = A549/ATCC NSCLC; 81,000 tested, 3.7% active
UACC-257 = UACC-257 melanoma | AID 1794764 | 78,000 tested, 4.4% active
UACC-62 = UACC-62 melanoma; 81,000 tested, 5.4% active
MDA-MB-435 = MDA-MB-435 melanoma; AID 1794794; 82,000 tested, 7.8% active
SK-MEL-28 = SK-MEL-28 melanoma. 81,000 tested, 4.1% active
Active calls of the source: *; . = no result given; & = joins results of further samples. The calls were made as follows: active = growth percent below 10; inactive = the rest. An unsorted share of the library; any-hit rate near 11%.

SMILES	SK-MEL-5	M14	SK-MEL-2	A549/ATCC	UACC-257	UACC-62	MDA-MB-435	SK-MEL-28
C[N+](C)=c1ccc2nc3c(cc(NCCCNc4cc5oc6cc(=[N+](C)C)ccc-6nc5c5ccccc45)c4ccccc43)oc-2c1	-96*	29	90	20	65	43	-82*	65
O=[N+]([O-])c1ccc(C=Nc2cccc(C(F)(F)F)c2)cc1	105	127	108	.	.	99	98	98
NC(=NCCCC1(c2ccccc2)CCCC1)Nc1ccc(Cl)cc1	.	-65*	35	63	26	.	11	.
N#Cc1cnn(C(=O)c2ccccc2Br)c1NC(=O)c1cc(Cl)ccc1Cl	100	100	107	94	95	91	101	106
O=C(NO)C(=O)NO	100	95	104	106	102	101	104	110
CCN(CC)Cc1cc(C(C)(C)C)cc(-c2ccccc2)c1O	97	98	107	108	111	105	102	115
CNC(=O)CCCC(=O)NCc1ccc(Cl)cc1Cl	99	102	102	85	82	97	113	108
CC(O)C(O)C(O)C(O)/C=N\Nc1ccccc1 (stereo not given)	97	101	69	97	100	79	102	103
COC(=O)Nc1nc2ccc(Sc3ccccc3)cc2[nH]1	8.9*	8.9*	53	13	52	36	-45*	49
N#CC12C(=N)n3c(cc(=O)[nH]c3=O)C1OC13CCCCC1C2(C#N)C(=N)O3 (stereo not given)	100	100	93	93	89	101	110	111
N#C/C(=C\NC(=S)Nc1cc(Cl)ccc1Cl)c1nc2ccccc2s1	98	96	100	107	122	98	103	103
Nc1ccc(-c2ccc(F)cc2F)nc1NC(=O)N1Cc2cn(CC3COC3)nc2C1	97	83	87	107	90	63	103	95
COc1cc(NC(=O)COc2cc(C)nc3ccc(OC)cc23)cc(OC)c1	76	95	92	87	82	74	100	102
COc1ccc(Cc2cc(-c3ccccc3)n[nH]c2=O)cc1	95	118	128	27	22	92	121	118
CCOC(=O)/C=C1\S/C(=N\Nc2cc(=O)[nH]c3ccc(OC)cc23)N(c2ccccc2)C1=O	103	100	106	104	102	100	97	108
COc1ccc2c(c1)C(=O)/C(=C/c1ccc(OCC(=O)Nc3nccs3)cc1)O2	100	37	112	85	85	74	93	103
COc1cc(Cn2c(SCCN3CCOCC3)nc3ccccc3c2=O)cc(OC)c1OC	96	98	96	100	102	94	106	110
NC(=O)C1CC1	.	104	.	.	134	104	100	103
COC1CCC2CC(C(=O)N3CCC(CC(=O)NCC4CCC5OCOC5C4)CC3)NC2C1 (stereo not given)	43	74	78	70	66	61	79	65
CCCCCCCCCCCC(=O)N1CCOCC1	92	.	88	96	92	84	102	100

The final 4 entries of the section before come first, to join the parts.
SMILES	SK-MEL-5	M14	SK-MEL-2	A549/ATCC	UACC-257	UACC-62	MDA-MB-435	SK-MEL-28
COc1cc(Cn2c(SCCN3CCOCC3)nc3ccccc3c2=O)cc(OC)c1OC	96	98	96	100	102	94	106	110
NC(=O)C1CC1	.	104	.	.	134	104	100	103
COC1CCC2CC(C(=O)N3CCC(CC(=O)NCC4CCC5OCOC5C4)CC3)NC2C1 (stereo not given)	43	74	78	70	66	61	79	65
CCCCCCCCCCCC(=O)N1CCOCC1	92	.	88	96	92	84	102	100
C[C@H]1[C@H](C)CC[C@]2(C(=O)O)CC[C@]3(C)C(=CC[C@@H]4[C@@]5(C)C/C(=C/c6ccccn6)C(=O)C(C)(C)[C@@H]5CC[C@]43C)[C@H]12	83	81	106	45	85	64	86	92
O=C1c2c[n+](Cc3ccccc3)ccc2-c2nc3ccccc3c3ccnc1c23	-94*	-68*	-54*	-26*	-68*	-59*	-82*	-34*
COc1ccc(C(=O)COc2ccc3c(c2)O/C(=C\c2ccc(OC)c(OC)c2)C3=O)cc1	99	103	114	104	115	101	116	122
O=C(/C=C/c1ccccc1Br)c1cccc(OCCCCOc2cccc(C(=O)/C=C/c3ccccc3Br)c2)c1	99	88	104	88	94	79	97	102
Cc1ccc(/C=N/NC(=O)C[N+](C)(C)C)cc1	103	114	108	100	111	112	111	115
COc1cccc(CNc2cccc3cn[nH]c23)c1O	82	99	103	91	99	86	.	100
O=C1CSC(c2ccc(F)cc2)N1NC(=O)C(O)(c1ccccc1)c1ccccc1 (stereo not given)	112	142	102	98	112	84	105	119
C/C(=N\N=C(/C)C1CC(CC(=O)O)C1(C)C)C1CC(CC(=O)O)C1(C)C (stereo not given)	107	112	107	103	111	102	116	133
CC(=O)O[C@@H]1/C=C/C(=O)N[C@@H](C)CCC/C=C/[C@@H]2CCC[C@H]21	101	103	119	108	101	92	106	129
COc1cc(C(=O)/C(C)=C/c2c[nH]c3ccccc23)cc(OC)c1OC	-36*	-1.2*	29	12	.	40	5.7*	66
COc1cc(N2CCOCC2)ccc1N	103	111	114	99	102	88	112	103
O=C1/C(=C/c2ccc(C(F)(F)F)cc2)COc2ccc(O)c(O)c21	69	42	98	54	25	12	-5.4*	72
COc1cc([N+](=O)[O-])ccc1C	96	93	113	113	.	98	101	107
CCCCCCCCn1ccc2cc(NC(=O)CN3CCN(c4nc(C)cc(N5CCCCC5)n4)CC3)ccc21	82	91	114	83	115	81	92	95
C#C[C@]1(O)CC[C@H]2[C@@H]3CC=C4c5sc(Nc6ccc(OC)nc6)nc5CC[C@]4(C)[C@H]3CC[C@@]21C	52	59	68	55	89	71	48	69
O=c1[nH]nnc2cc(Cl)ccc12	100	105&105	144&121	101	105&99	101&100	102&104	109&117
CCOCc1c(C)cc(C)cc1C	103	105	97	100	100	103	106	105
Cc1cnc(SCc2ccccc2Cl)nc1SCc1ccccc1Cl	99	104	98	81	92	85	111	111
CC1(c2ccccc2O)N=C(N)Nc2nc3ccccc3n21 (stereo not given)	103	115	106	104	99	107	116	115
COc1ccc(/C=C2\CN(C)Cc3c2nc(N)c(C#N)c3-c2ccc(OC)c(OC)c2)cc1OC	89	92	79	106	112	103	114	92

3 entries out of the list, sorted by SMILES length, smallest number first.
SMILES	SK-MEL-5	M14	SK-MEL-2	A549/ATCC	UACC-257	UACC-62	MDA-MB-435	SK-MEL-28
COc1cc(C(=O)/C(C)=C/c2c[nH]c3ccccc23)cc(OC)c1OC	-36*	-1.2*	29	12	.	40	5.7*	66
O=C1CSC(c2ccc(F)cc2)N1NC(=O)C(O)(c1ccccc1)c1ccccc1 (stereo not given)	112	142	102	98	112	84	105	119
CCCCCCCCn1ccc2cc(NC(=O)CN3CCN(c4nc(C)cc(N5CCCCC5)n4)CC3)ccc21	82	91	114	83	115	81	92	95

Continued:
SMILES	SK-MEL-5	M14	SK-MEL-2	A549/ATCC	UACC-257	UACC-62	MDA-MB-435	SK-MEL-28
CC(=O)OC1CC2C(C)(CCC3C2(C)CCC2(C)C4CC(C)(C)CCC4(C)CCC32C)C1C (stereo not given)	92	102	102	100	95	96	105	126
NS(=O)(=O)c1ccc(-n2cc(CC=O)nn2)cc1	100	.	109	103	102	96	102	114
CC(C)NC(=S)Nc1ncccc1OCc1cccc(Cl)c1	88	94	88	89	98	74	88	93
CN1CCN(CC(=O)Sc2nc(-c3ccco3)cc(-c3ccc(Cl)cc3Cl)n2)CC1	67	90	115	80	105	84	77	107
O=C1C(SCCO)=C(SCCO)C(=O)C(SCCO)=C1SCCO	105	108	120	106	.	103	107	114
Cc1nn(-c2ccccc2)c2ncnc(Nc3ccc(OCCCBr)cc3)c12	87	91	84	61	.	89	100	101
CC(C(=O)O)N1C(N)=NNC1c1ccccc1O (stereo not given)	85	97	100	83	87	82	104	106
CCCNc1ncc2ncn(CCC)c2n1	115	108	112	102	112	113	121	120
O=c1[nH]c(O)c(/C=C2\C=c3ccccc3=N\C2=N\c2nc3ccccc3s2)s1	85	91	105	103	108	84	104	97
CCOc1ccc(C(CC)Oc2ccc(C(=O)O)cc2C(F)(F)F)nc1 (stereo not given)	104	98	103	105	99	94	103	108
O=S(=O)(O)c1ccc2ccc(O)cc2c1	100	.	101	108	93	95	109	109
Cc1ncccc1CNc1nc2ccc(OC/C(=C\F)CN)cc2o1	102	.	120	111	108	93	107	105
Cc1cc(N(CCNc2ccnc3cc(Cl)ccc23)Cc2ccco2)nc(Cl)n1	-63*	-65*	-7.2*	-56*	-29*	.	30	-33*
O=C(O)c1ccc(-c2nn(-c3ccc(C(=O)O)cc3)cc2/C=N/Nc2c(F)c(F)cc(F)c2F)cc1	107	97	99	98	96	106	107	104
ClC(c1ccccc1)(c1ccccc1)C(Cl)(c1ccccc1)c1ccccc1	100	84	95	81	83	80	62	99
Cc1ccc(-c2nc3ccc(C(=O)N=Nc4c(O)[nH]c5ccc([N+](=O)[O-])cc45)cc3[nH]2)cc1	89	74	101	98	85	86	63	60
CCCCCCC(C(=O)OCC)C(=O)OCC	100	104	95	106	101	106	110	105
Cc1ccc2nc(NC(=O)CSc3nc(NN)c(C#N)c(-c4ccccc4)n3)sc2c1	95	109	114	103	106	88	99	105
NS(=O)(=O)c1ccc(Nc2nc3n[nH]c(Nc4cccc(Cl)c4)c3c(=O)[nH]2)cc1	102	99	94	102	98	97	101	113
NS(=O)(=O)c1ccc(NC(=O)CN2C(=O)C(=O)c3ccccc32)cc1	101	98	115	102	108	98	115	109
CC1=CC(=O)OC(C)(C)C1	104	116	135	97	101	116	110	125
COc1cc(CSc2nc3ccc(C)cc3c(=O)n2-c2ccccc2)cc(OC)c1OC	20	17	15	39	50	21	-20*	52
S=C1NC2(c3ccccc3)CCC(=S)N2c2ccccc21 (stereo not given)	.	103	97	101	110	92	101	114
CCOC(=O)C(=O)/C(=C/n1c(=S)[nH]c2cc(C)ccc21)C(=O)OCC	93	101	98	97	96	87	108	115
O=C(NC(Cc1nnc2n(Cc3ccccc3)c(=O)c3c4c(sc3n12)CCCC4)c1ccccc1)c1ccccc1 (stereo not given)	96	87	108	90	101	86	105	110
O=C(O)C1CN(c2cccc(Cl)c2)N(c2cccc(Cl)c2)C1=O (stereo not given)	98	88	95	105	99	89	94	93
Nc1nonc1-c1nc2ccccc2n1CC(=O)NCc1ccc(F)cc1	101	103	106	98	98	99	104	114
O=C1NN=C2CCCCCC12 (stereo not given)	97	111	97	103	100	100	103	102
Nc1ccc2c(c1)C(=O)OC2	94	105	106	98	92	99	107	104
O=C(CSc1nnc(-c2cc(-c3ccc(Cl)cc3)nc3ccccc23)o1)c1ccccc1	96	99	91	86	106	94	98	104
Cc1ccc(/C=C2\N=C3SCCCN3C2=O)c(C)c1	96	101	104	91	107	99	106	113
CCc1ccccc1NC(=O)/C(C#N)=C/c1ccc(OC)cc1	96	99	104	94	108	82	110	93
CN(C)n1cc(C#N)c(=O)[nH]c1=O	106	117	120	98	106	106	104	109
CCOC(=O)/C(F)=C/C1CC1CCc1ccc(OCC)cc1 (stereo not given)	64	105	102	50	105	87	99	110
Nc1ncc(-c2ccc(C(=O)O)cc2)nc1-c1ccc(C(F)(F)F)cc1	101	121	127	88	105	113	108	113
O=C1CCC(OC(=O)c2ccccc2)CC1	100	99	105	97	100	96	99	103
CC(C)NC(=O)c1ccc(C(C)(C)C)cc1	98	106	99	91	82	98	115	102
Br[C@H]1CC2CCC1C2 (stereo not given in full)	105	108	119	94	89	101	105	105
Cn1cccc1/C=C1\C(=O)Nc2ccccc21	57	97	114	101	98	91	103	112
C/C(=N/O)c1ccc(NC(=O)CSc2nnc(-c3cc(-c4ccccc4)nc4ccccc34)o2)cc1	96	96	88	73	73	91	84	121

Structural class: the compounds so far containing a CF3 group (four)
SMILES	SK-MEL-5	M14	SK-MEL-2	A549/ATCC	UACC-257	UACC-62	MDA-MB-435	SK-MEL-28
O=[N+]([O-])c1ccc(C=Nc2cccc(C(F)(F)F)c2)cc1	105	127	108	.	.	99	98	98
O=C1/C(=C/c2ccc(C(F)(F)F)cc2)COc2ccc(O)c(O)c21	69	42	98	54	25	12	-5.4*	72
CCOc1ccc(C(CC)Oc2ccc(C(=O)O)cc2C(F)(F)F)nc1 (stereo not given)	104	98	103	105	99	94	103	108
Nc1ncc(-c2ccc(C(=O)O)cc2)nc1-c1ccc(C(F)(F)F)cc1	101	121	127	88	105	113	108	113

Next part:
SMILES	SK-MEL-5	M14	SK-MEL-2	A549/ATCC	UACC-257	UACC-62	MDA-MB-435	SK-MEL-28
COC(=O)[C@]12CC[C@@H](C)[C@H](C)[C@@H]1C1=CC[C@@H]3[C@@]4(C)C(C=O)=C[C@@](C)(COC(=O)/C=C/c5ccccc5)C4=CC[C@@]3(C)[C@]1(C)CC2	91	70	79	46	72	68	84	93
NS(=O)(=O)c1cccc(Nc2nc(SCC(=O)c3ccccc3)nc3c2CCCC3)c1	103	102	104	104	111	98	105	106
CCCCN(CCCC)CCCn1c(=O)c2sc3ncccc3c2n2nnc(-c3ccccc3)c12	107	107	107	102	104	91	-84*	98
O=C(CN1C(=O)c2ccccc2C1=O)Nc1ccccc1	101	104	108	107	106	106	104	104
Nc1cccc2ccc(S(=O)(=O)O)cc12	97&114	125&109&104	111&108	77&94&98	103&100	101&106&108	107&105&116	116&108&111
Nc1nn2c(-c3cc4ccccc4oc3=O)ccnc2c1N=Nc1ccccc1	68	92	97	100	109	93	107	90
CNC(=O)c1cncc(Cn2nc(C)c(NC(=O)c3ccc(COc4ccc(C(F)(F)F)cc4C)cc3)c2C)c1	7.1*	73	49	55	18	65	67	82
C/C(=C\CSCC(NC(=O)CCC(=O)O)C(=O)O)CCCC(C)CCCC(C)CCCC(C)C (stereo not given)	100	94	103	98	100	98	98	104
CN1C(=O)/C(=C/c2ccc(N(C)C)cc2)S/C1=N/c1nccs1	82	101	103	91	95	78	84	96
C[C@H]1[C@H](C)CC[C@]2(C(=O)Nc3ccc4ncccc4c3)CC[C@]3(C)C(=CC[C@@H]4[C@@]5(C)CCCNC(C)(C)[C@@H]5CC[C@]43C)[C@H]12	-19*	-92*	91	-92*	-87*	-74*	-92*	-67*
CSc1ncc(SC)c(Nc2ccc(C)c(Cl)c2)n1	95	112	91	80	101	69	97	107
CC(C)C(C)C(N)C(=O)O (stereo not given)	102	94	101	104	108	113	105	108
CCOC(=O)Cn1nnc(-c2ccc(OCc3ccccc3F)cc2)n1	92	75	100	91	87	81	-2.4*	73
